# USP2a inhib: blocks human ubiquitin-specific protease USP2a; USP2a enzymatic assay, qHTS inhibition; Potency, µM (doses to about 38.3 µM), inactives show at the highest dose activity change, negative = inhibition, usual class: inhibitors; 60,000 compounds, 0.1% hits; AID 927; O75604;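 note: potency is the fitted concentration of half-maximal effect; nearly all actives have a fitted effect of over 60% in size; plate controls were DMSO for no effect and NEM full inhibition control for full effect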
#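 USP2 core (20 nM final) was preincubated with compound for 30 min at RT in 20 mM Tris-HCl pH 8.0, 2 mM CaCl2, 2 mM beta-mercaptoethanol; Ub-PLA2 (20 nM) plus NBD C6-HPC (20 uM) then added, fluorescence read after 2.5 h.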
# ERK AVP block: blocks ERK signaling stimulated by vasopressin; HEK293-V1b, vasopressin-stimulated pERK AlphaScreen; Potency, µM (top dose mostly 57.5 µM), for the others: top-dose activity, negative = inhibition, actives largely listed as inhibitors; 72,000 compounds, 0.99% hits; AID 995; note: potency is the fitted concentration of half-maximal effect; % is set by controls: 0 for no effect and ±100 for the full control effect; nearly all actives have a fitted effect of over 55% in size
#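 qHTS, compounds titrated on V1b-expressing HEK293 cells. Preincubation 30 min at 37C, vasopressin 25 nM for 5 min, lysis 10 min, bead incubation 5 hr at room temperature.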
# Fluorescein fluor: compound autofluorescence in fluorescein spectral region. Compound autofluorescence, 480/540 nm, fluorescein-equivalent; active compounds read high. 59,000 compounds, 0.91% hits. max fluorescein-equivalent concentration, M; in the data active = max fluorescein-equivalent concentration above about 10 nM; inconclusive = between about 1.1 nM and that limit
#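 Each compound is tested across a concentration series in 100 mM Tris buffer at pH 8.0. After 15 min at room temperature, plates are imaged with 480 nm excitation and 540 nm emission filters, and intensities are converted to fluorescein-equivalent values.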
# TexasRed autofl: Texas Red region autofluorescence. Compound fluorescence, Texas Red channel, 547/618 nm; active compounds read high. max dye-equivalent concentration, M. 59,000 compounds, 0.06% hits; in the data active = max dye-equivalent concentration above about 10 nM; inconclusive = between about 1.1 nM and that limit
#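 qHTS profiling of intrinsic compound fluorescence; 100 mM Tris pH 8.0; 15 min RT; ex 547 / em 618 nm; response expressed as Texas Red dye-equivalent concentration from six-point plate standard.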
# Casp1 inh: blocks human caspase-1 allosterically or competitively; Potency, µM (titrated, usually from 57.5 µM), for inactives: at the highest dose activity change, negative = inhibition, hits mostly inhibitors; Caspase-1 enzyme, Ac-WEHD-AFC fluorogenic rate; 75,000 compounds, 0.03% hits; P29466;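 note: potency is the fitted concentration of half-maximal effect; plate controls were vehicle for no effect and no substrate for full effect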
# Target sequence (P29466 120-297 limits assumed): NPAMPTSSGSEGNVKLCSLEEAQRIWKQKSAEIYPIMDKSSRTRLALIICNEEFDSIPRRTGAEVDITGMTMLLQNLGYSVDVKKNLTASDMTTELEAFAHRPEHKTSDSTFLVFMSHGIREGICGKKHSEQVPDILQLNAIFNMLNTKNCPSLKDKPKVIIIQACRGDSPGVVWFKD
# Target sequence (P29466 317-404 limits assumed): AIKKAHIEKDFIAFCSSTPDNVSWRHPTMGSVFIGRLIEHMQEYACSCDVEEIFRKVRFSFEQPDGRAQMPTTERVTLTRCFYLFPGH
# Caspase-7 inhib: blocks human caspase-7 allosterically or competitively; Potency, µM (doses to about 57.5 µM), without a hit: top-dose activity change, negative = inhibition, most hits filed as inhibitors; AID 889; 75,000 compounds, 0.02% hits; P55210; recombinant caspase-7, Ac-DEVD-AFC fluorescence rate; active = well fitted inhibition curve with a large enough effect in the main read-out, with a control signal flat, not every such curve was filed as active; inconclusive = small, poorly fitted or top-dose-only effect, or a change in a side signal; note: potency is the fitted concentration of half-maximal effect; % of control where 0% means no effect
# Target sequence (P55210 24-198 limits assumed): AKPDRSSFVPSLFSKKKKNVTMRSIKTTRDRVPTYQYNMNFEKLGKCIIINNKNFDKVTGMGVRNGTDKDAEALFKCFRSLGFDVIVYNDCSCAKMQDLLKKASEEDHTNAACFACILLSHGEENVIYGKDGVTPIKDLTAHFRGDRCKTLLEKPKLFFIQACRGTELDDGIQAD
# Target sequence (P55210 207-303 limits assumed): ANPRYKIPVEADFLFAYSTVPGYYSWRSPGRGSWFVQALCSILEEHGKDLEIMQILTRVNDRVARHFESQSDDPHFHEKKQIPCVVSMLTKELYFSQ
# Tau filament bind: binds recombinant human tau filaments | P10636 | recombinant tau filaments, thioflavin S fluorescence, 15 h; filaments grown with octadecylsulfate alongside compound | Potency, µM (doses to about 57.1 µM), without a hit: top-dose activity change, negative = inhibition | 71,000 compounds, 2% hits | AID 596;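 note: potency is the fitted concentration of half-maximal effect; % is set by controls: 0 for no effect and ±100 for the full control effect; actives lower thioflavin S fluorescence by blocking filaments or displacing dye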
#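 His-tagged recombinant human tau (exons 2, 3, 10; 1 uM final) fibrillized with 30 uM sodium octadecylsulfate, 15 h at 37 C, in pH 7.4 HEPES buffer with 10 uM thioflavine S and 5 mM DTT. Reduced ThS fluorescence (450/510 nm) marks activity.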
# HEK293 cAMP cs: counter-screen for TSHR agonists: cAMP increase in parental HEK293 | 73,000 compounds, 2.5% hits | parental HEK293 CNG cAMP sensor, membrane potential fluorescence | Potency, µM (top dose mostly 57.1 µM), for inactives: top-dose activation, actives largely listed as activators | AID 938; note: potency is the fitted concentration of half-maximal effect; % of control where 0% means no effect; nearly all actives have a fitted effect of over 55% in size
#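 Parental HEK 293 cells stably expressing a cAMP-gated CNG channel were loaded with membrane potential dye containing 100 uM RO 20-1724 for 60 min. Compound added for 30 min; depolarization read as fluorescence intensity at 590 nm.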
# Luciferase inh: inhibitors of firefly luciferase; P08659; purified firefly luciferase, luminescence, 8 min; Potency, µM (doses to about 57.1 µM), for inactives: at the highest dose activity change, negative = inhibition, usual class: inhibitors; 72,000 compounds, 2.2% hits; AID 411; note: potency is the fitted concentration of half-maximal effect; % is set by controls: 0 for no effect and ±100 for the full control effect; nearly all actives have a fitted effect of over 40% in size
#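 Inhibition of light generation by firefly luciferase from ATP and luciferin was profiled with concentration-response curves per sample, ATP held at 10 uM within the enzyme's linear range. Plates were read by luminescence after an 8-minute ambient incubation.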
# Rhodamine autofl: compound fluoresces in the rhodamine spectral region | Rhodamine-region fluorescence, 547/598 nm, Tris buffer; active compounds read high | max dye-equivalent concentration, M | 59,000 compounds, 0.05% hits | AID 594; in the data active = max dye-equivalent concentration above about 11 nM; inconclusive = between about 1.1 nM and that limit
#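 Compounds in 100 mM Tris buffer, pH 8.0, were incubated 15 min at room temperature, then read at 547 nm excitation and 598 nm emission. Fluorescence was normalized against a per-plate six-point rhodamine standard curve as dye-equivalent concentration.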
# HADH2 inhib: inhibitors of human HADH2 dehydrogenase; Q99714; recombinant HADH2, NADH fluorescence, beta-hydroxybutyryl-CoA; Potency, µM (doses to about 57.1 µM), for inactives: top-dose activity change, negative = inhibition, hits mostly inhibitors; 73,000 compounds, 3.4% hits; AID 886; note: potency is the fitted concentration of half-maximal effect; % is set by controls: 0 for no effect and ±100 for the full control effect; nearly all actives have a fitted effect of over 60% in size; many of its hits are not listed in these tables
# Target sequence (Q99714 whole entry, looked up, one chain of several): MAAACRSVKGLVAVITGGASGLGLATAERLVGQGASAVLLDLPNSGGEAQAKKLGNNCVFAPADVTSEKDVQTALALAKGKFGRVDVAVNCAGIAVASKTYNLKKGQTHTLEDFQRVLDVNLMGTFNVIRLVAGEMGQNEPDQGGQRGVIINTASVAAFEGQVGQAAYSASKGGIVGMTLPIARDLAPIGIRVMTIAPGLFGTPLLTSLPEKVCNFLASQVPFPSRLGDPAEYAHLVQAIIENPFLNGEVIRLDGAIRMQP
#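 Read-out: 360 nm excitation, 450 nm emission, kinetic over 4 min. Conditions: His-tagged human HADH2 20 nM, pH 9.0 Tris with Tween-20, 1 mM NAD+, 90 uM beta-hydroxybutyryl-CoA.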
# An asterisk follows results filed as active; i = inactive; ? = inconclusive; · = not tested or not shown; [ ] = another dose, or the depositor's remark. Unless noted, calls come from the whole dose curve; as a rule, active = well fitted curve in the direction sought with a large enough effect; inconclusive = small, poorly fitted or top-dose-only effect, or another doubt; inactive = no such curve, though single readings can be large; an effect the other way counts as inactive or inconclusive. A portion of the library, so the mix of outcomes need not match the whole.
SMILES,USP2a inhib,ERK AVP block,Fluorescein fluor,TexasRed autofl,Casp1 inh,Caspase-7 inhib,Tau filament bind,HEK293 cAMP cs,Luciferase inh,Rhodamine autofl,HADH2 inhib
CC(C)OCCCNC(=O)c1ccc2c(c1)ncn2C1CCCC1,·,-14.3%,·,·,1.4%,-0.7%,4.4%,2.7%,-5.5%,·,5.4%
Cc1nc2ncnn2c(C)c1CCC(=O)NC(C)CCc1ccco1 (configuration not stated),3.1%,7.6%,?,i,0.1%,2.2%,12.5%,-1.7%,0.5%,i,1.4%
CC1(C)CC(=O)CC(C)(C)N1OC(=O)c1ccccn1,1.9%,-0.9%,i,i,-1.3%,0.1%,5.9%,3.8%,0.7%,i,0.4%
NC(=O)c1oc2ccccc2c1NC(=O)c1ccco1,·,·,·,·,0.6%,-0.8%,4.8%,-15.0%,-1.8%,·,-15.0%
CC1CCC/C(=C\Nc2ccc(O)cc2)C1=O (configuration not stated),16.3%,-11.5%,i,i,?,-13.5%,-24.8%,8.1%,-15.3%,i,25.1µM*
Cc1ccc(S(=O)(=O)N2CCN(C(=O)CC3CCCC3)CC2)cc1,6.9%,9.3%,?,i,0.5%,-1.7%,0.9%,23.4%,2.0%,i,7.3%
COCCNC(=O)C(c1ccccc1)N(CCOC)C(=O)Cn1nnc2ccccc21 (configuration not stated),-1.4%,-2.6%,i,i,1.1%,-1.5%,-9.7%,14.7%,2.4%,i,4.2%
COc1cccc(-c2nc(CS(=O)(=O)CC(=O)NCCC(C)C)c(C)o2)c1,·,-6.1%,·,·,-3.2%,-2.3%,21.1%,?,-1.6%,·,5.3%
CC1CCCCC1NC(=O)C1CCN(C(=O)c2sccc2-n2cccc2)CC1 (configuration not stated),·,-11.2%,·,·,-0.6%,-1.3%,1.7%,11.6%,-7.7%,·,-5.4%
CCOCCCNS(=O)(=O)c1ccc2c(c1)oc(=O)n2CC(=O)OCC,4.8%,-10.1%,?,i,-2.0%,0.9%,-2.4%,3.1%,-0.7%,i,0.0%
C=CCn1cnc2scc(-c3ccccc3)c2c1=O,2.6%,-29.8%,·,·,-1.2%,0.2%,14.9%,-2.4%,1.4%,·,-11.1%
O=C(Nc1nccs1)c1ccc(Br)o1,1.8%,-19.3%,i,i,2.8%,-3.7%,1.0%,3.5%,-8.2%,i,9.1%
CCCn1c(SCC(=O)NCCc2ccccc2)nnc1-c1cccnc1,-4.1%,16.3%,i,i,2.6%,-3.5%,3.0%,?,0.8%,i,-5.7%
COC(=O)[C@H]1C[C@@H]1[C@H](NC(=O)c1cc(C)nn1C)c1ccccc1,·,-0.7%,·,·,0.7%,0.1%,-9.1%,17.7%,·,·,9.2%
COc1ccc(OC(C)C(=O)N2CCN(c3ccccn3)CC2)cc1 (configuration not stated),26.8%,-19.2%,i,?,-12.6%,-13.7%,0.0%,2.1%,-2.4%,i,?
O=C(Nc1cccc(F)c1)N1CCCC2(CCN(C(=O)c3ccco3)CC2)C1,37.0%[activator],-22.1%,i,i,-3.2%,-0.7%,4.6%,18.2%,-3.1%[11.4 µM],i,-2.6%
O=C(CSc1nc2ccccc2c(=O)n1Cc1ccco1)c1ccc(F)cc1,5.5%,15.7%,?,i,-4.0%,-4.6%,76.3%,25.1µM*,1.3%,i,-2.0%
c1ccc(-c2cn3cccnc3n2)cc1,-5.1%,-0.8%,i,i,-2.0%,-1.4%,7.4%,-0.3%,2.1%,i,12.6µM*
O=C(Nc1ccccc1C(F)(F)F)C1CC(=O)N(c2ccccc2F)C1 (configuration not stated),-0.3%,-14.5%,?,i,1.7%,0.0%,-10.2%,6.5%,-0.7%,i,5.5%
COC(=O)c1cc(CSc2nc3ccc(C)cc3[nH]2)oc1C,19.0%,-27.5%,i,?,-2.2%,-1.0%,-1.9%,20µM*,·,i,-7.6%
CC(=O)N1C(=O)c2cccc3cccc(c23)C(=O)N1C(C)=O,-4.0%,-25.7%,i,i,0.9%,-0.2%,4.6%,-7.7%,0.7%,i,15.8µM*
O=C(Nc1ccccc1)N1CC=C(c2ccccc2)CC1,14.8%,-15.9%,i,i,-0.9%,-4.1%,?,?,-16.4%,i,-21.4%
CCOC(=O)c1c(C)c(C(=O)NCCN2CCOCC2)c(C)n1C,2.5%,-28.8%,i,i,1.7%,0.6%,1.7%,1.5%,1.8%,i,-0.4%
COC(=O)c1ccc(COc2ncnc3c(Cl)cc(Cl)cc23)o1,26.5%,-2.4%,?,i,-3.0%,-7.2%,11.1%,8.9%,-0.8%,i,1.4%
Cc1cc(C)n(C(CC(=O)N2CCc3ccccc3C2)C(=O)O)n1 (configuration not stated),1.2%,7.7%,·,·,0.4%,1.1%,14.6%,-1.9%,4.6%,·,-5.1%
CCCCS(=O)(=O)NC1=NCN(Cc2ccco2)CN1,-2.2%,13.8%,?,i,1.9%,2.8%,-2.5%,-0.3%,1.7%,i,4.8%
CCN(CC)CCOC(=O)c1ccc(NC(=O)CCNC(=O)Cn2ccc3ccccc3c2=O)cc1,13.0%,-6.7%,i,i,0.8%,3.2%,5.0%,1.5%,1.4%,i,17.4%
Cc1[nH]nc2c1C(=O)CC(C)(C)C2,3.2%,?,·,·,-1.4%,0.4%,4.4%,-1.0%,1.0%,·,-7.9%
COc1cc(NC(=O)c2c(-c3ccccc3Cl)noc2C)c2ncccc2c1,-0.3%,16.3%,·,·,-1.7%,-2.2%,428.2%,?,1.0%,·,7.1%
CC1=CC(C)(C)N(C(=O)CSc2nnc(-c3ccccc3)o2)c2ccc(C)cc21,-5.3%[7.66 µM],-8.2%,·,·,-4.3%,-3.1%,1.6%[11.4 µM],2µM*,1.3%,·,-4.8%[11.4 µM]
Cc1cc(C)c(C#N)c(Oc2ccc(O)cc2)n1,·,·,·,·,-0.9%,0.8%,-12.6%,4.9%,0.3%,·,2.9%
O=C(CNS(=O)(=O)c1ccc(Br)s1)NCc1ccc2c(c1)OCO2,-1.0%,3.9%,i,i,1.9%,-1.5%,-13.5%,3.9%,0.8%,i,-2.1%
COc1cc(NC(=O)Cc2ccccc2OC)cc(OC)c1,-2.1%,-19.8%,i,?,-0.1%,-0.1%,10.2%,3.5%,-2.4%,i,8.0%
Cc1oc(-c2cc(Cl)ccc2Cl)cc1-c1nn2c(C)nnc2s1,4.0%,12.9%,?,i,0.3%,1.7%,8.3%,16.7%,2.0%,i,-7.1%
COCCSc1ccccc1C(=O)Nc1nccs1,2.4%,-13.7%,i,?,0.0%,0.5%,-7.9%,-17.0%,-3.7%,i,?
CCOC(=O)C(NC(C)=O)(Nc1ccc(S(=O)(=O)Nc2onc(C)c2C)cc1)C(F)(F)F (configuration not stated),1.6%,-4.7%,i,i,-1.8%,-0.8%,9.7%,11.8%,1.0%,i,12.0%
CC(=O)Oc1cccc2c1C(=O)c1c(OC(C)=O)cc(C(=O)O)cc1C2=O,52.1%[activator],-5.7%,?,i,-10.6%,-14.9%,·,·,-5.9%[25.5 µM],i,·
COCC(C)n1c(C)cc(C(=O)COC(=O)c2oc3ccccc3c2C)c1C (configuration not stated),-3.6%,?,?,?,3.0%,-2.3%,21.7%,?,-10.3%,i,-2.4%
CC(C)[C@H](NC(=O)CCn1nnc2ccccc2c1=O)C(=O)O,-3.4%,-2.0%,i,i,1.4%,-0.9%,-4.1%,2.9%,2.1%,i,-5.6%
COc1ccc(-c2noc(CN(C(=O)C(C)(C)C)C(C)C)n2)cc1,5.4%,3.6%,i,i,-2.5%,-3.1%,-3.3%,14.7%,-3.2%,i,9.2%
COc1ccc(C)cc1NC(=O)NC1CCN(Cc2ccccc2)CC1,13.5%,4.5%,i,?,-1.0%,-1.4%,-14.1%,?,-1.2%,i,4.1%
CCOc1cc(S(=O)(=O)N2CCN(Cc3ccccc3)CC2)ccc1Br,-7.3%,17.4%,i,i,-1.1%,-1.9%,-10.6%,14.0%,1.3%,i,-2.2%
c1cnc(Oc2ccc(-c3nnco3)cc2)cn1,-4.6%,-4.7%,i,i,0.3%,1.7%,3.5%,2.6%,-0.4%,i,-3.7%
CC(=O)Nc1ccc(S(=O)(=O)Nc2nc(C)cc(-n3nc(C)cc3C)n2)cc1,1.7%[7.66 µM],-14.2%,·,·,-9.1%,-1.3%,6.3%[11.4 µM],18.0%[11.4 µM],2.7%,·,-5.8%[11.4 µM]
CN1CCN(S(=O)(=O)c2cccc(S(=O)(=O)c3ccc(Cl)c(Cl)c3)c2)CC1,-0.3%[7.66 µM],-1.4%,·,·,-3.2%,-0.8%,2.9%[11.4 µM],12.6%[11.4 µM],1.8%,·,12.0%[11.4 µM]

# High-throughput results as filed in PubChem BioAssay.
